Bioassay records from PubChem BioAssay.
PP5 primary: inhibitors of human protein phosphatase 5 (PP5); P53041; inhibition, % at 6.7 µM; purified PP5c, OMFP substrate fluorescence; AID 1987; 320,000 tested, 0.18% active;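 active = inhibition above the campaign's mean inhibition across all tested compounds plus 3 SD, cut at about 9.5% in these data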;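 note: 0% = DMSO only and 100% = 100 µM cantharidin control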
Target sequence (P53041 whole entry, looked up): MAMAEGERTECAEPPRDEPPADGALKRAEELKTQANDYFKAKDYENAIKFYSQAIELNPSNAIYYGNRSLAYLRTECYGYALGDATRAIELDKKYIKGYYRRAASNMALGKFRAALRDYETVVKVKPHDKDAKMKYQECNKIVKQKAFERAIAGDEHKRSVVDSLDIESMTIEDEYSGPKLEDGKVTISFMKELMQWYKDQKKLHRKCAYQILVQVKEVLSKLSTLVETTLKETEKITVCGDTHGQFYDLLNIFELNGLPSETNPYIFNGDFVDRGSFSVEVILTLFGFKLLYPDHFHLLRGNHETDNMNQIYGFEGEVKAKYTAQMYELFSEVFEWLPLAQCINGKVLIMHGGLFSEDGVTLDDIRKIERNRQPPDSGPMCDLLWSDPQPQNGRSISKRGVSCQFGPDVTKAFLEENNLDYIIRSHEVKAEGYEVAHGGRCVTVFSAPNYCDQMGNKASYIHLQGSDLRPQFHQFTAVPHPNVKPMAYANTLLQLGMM
Yeast superoxide: lowers age-related superoxide in aged yeast cells; S. cerevisiae aged cells, superoxide DHE fluorescence; hits give low values; superoxide response (% of plate mean), % at 10 µM; 330,000 tested, 0.18% active;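 active = superoxide response under a set limit, about three screen SD below normal, cut at about 65% in these data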;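 note: yeast aged for seven days with compound at 30 °C before DHE staining; 100% = average MFI of all compound-treated wells on the plate with controls excluded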
ZTA DNA inh: blocks Epstein-Barr virus ZTA, an EBNA-1 counter-screen; 320,000 tested, 0.15% active; inhibition, % at 11 µM; ZTA-DNA binding, fluorescence polarization; P03206; in the data active = inhibition above about 33%
Target sequence (P03206 whole entry, looked up): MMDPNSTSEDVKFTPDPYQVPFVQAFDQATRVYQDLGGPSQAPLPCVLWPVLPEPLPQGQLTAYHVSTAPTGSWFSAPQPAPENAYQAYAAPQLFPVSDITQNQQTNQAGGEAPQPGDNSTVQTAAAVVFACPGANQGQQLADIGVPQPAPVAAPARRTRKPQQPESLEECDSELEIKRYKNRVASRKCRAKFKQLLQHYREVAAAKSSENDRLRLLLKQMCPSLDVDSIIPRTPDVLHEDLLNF
TPT1 inh: blocks Candida albicans tRNA 2'-phosphotransferase; recombinant caTPT1, FP RNA substrate dephosphorylation; 300,000 tested, 0.81% active; inhibition, % at 5 µM;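 active = inhibition above the mean of all tested compounds plus 3 SD, set per screening campaign, cut at about 24% in these data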;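 note: plate controls were DMSO alone for no effect and ferristatin control at 100 nM for full effect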
EBNA-1 inhibitor: blocks EBNA-1 binding to DNA; EBNA-1 DNA binding, fluorescence polarization; AID 1950; 300,000 tested, 0.34% active; inhibition, % at 14.8 µM; in the data active = inhibition above about 28%
Fh CTSL1 inh: cathepsin L1 inhibition, PFM18AAP counter-screen; recombinant F. hepatica cathepsin L1, Z-Leu-Arg-MCA fluorescence; inhibition, % at 5.96 µM; 300,000 tested, 0.49% active;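 active = inhibition above the mean of all tested compounds plus 3 SD, set per screening campaign, cut at about 17% in these data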;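 note: 0% = plate median of test compound wells and 100% = 1 µM Z-Phe-Ala-diazomethylketone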
GASC-1 inh: inhibitors of human GASC-1 (JMJD2C) demethylase; inhibition, % at 2.35 µM; Q9H3R0; AID 2099; GST-JMJD2C(1-420) H3K9me3 demethylation, DELFIA europium; 330,000 tested, 0.069% active;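 active = more than half of a compound's replicate wells show inhibition beyond 50%, single wells judged on their own value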;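 note: signal counts dimethyl H3K9 product captured on neutravidin plate; 0% = median of DMSO wells and 100% = 0.3 times that DMSO median; strong numbers were not always called active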
PP1 counter: counter-screen for PP5 inhibitors: inhibitors of human PP1-alpha | purified PP1alpha, OMFP fluorescence | inhibition, % at 6.7 µM | AID 2235 | 320,000 tested, 0.9% active | P62136;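 active = inhibition above the mean inhibition of all tested compounds plus 3 SD, computed separately for each screening campaign, cut at about 15% in these data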
Target sequence (P62136 whole entry, looked up): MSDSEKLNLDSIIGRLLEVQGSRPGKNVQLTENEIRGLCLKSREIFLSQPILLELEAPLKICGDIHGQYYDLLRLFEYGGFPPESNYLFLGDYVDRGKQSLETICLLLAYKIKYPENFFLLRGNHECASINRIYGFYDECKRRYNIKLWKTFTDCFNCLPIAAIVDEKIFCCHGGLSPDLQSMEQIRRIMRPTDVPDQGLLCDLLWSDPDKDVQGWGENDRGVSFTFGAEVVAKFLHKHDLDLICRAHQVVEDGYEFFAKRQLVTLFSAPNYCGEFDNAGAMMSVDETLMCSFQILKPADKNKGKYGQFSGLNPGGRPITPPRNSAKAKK
core dimer inh: blocks dimerization of HCV core protein; AID 1899; 300,000 tested, 0.33% active; TR-FRET GST/Flag-core106 dimerization, 1536-well; inhibition, % at 5 µM;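 active = inhibition above the mean of all tested compounds plus 3 SD, set per screening campaign, cut at about 45% in these data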
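Assay system: Tagged HCV core106 pair (GST and Flag) | Buffer or medium: KF-containing HEPES buffer, pH 7.45, DTT, CHAPS, BSA | Also added: Eu donor and XL665 acceptor anti-tag antibodies | Dosing: One concentration, 5 µM, in 0.5% DMSO | Timing: 4 h at 22.5 °C | Technique: TR-FRET 671 and 617 nm emission | Repeats: Singlicate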
The depositor's hits bear a star; x = no result given; & = joins results of further samples.

SMILES	PP5 primary	Yeast superoxide	ZTA DNA inh	TPT1 inh	EBNA-1 inhibitor	Fh CTSL1 inh	GASC-1 inh	PP1 counter	core dimer inh
COc1ccc(CCNC(=O)CNCC2CCCO2)cc1OC (centres undefined)	-0.8	78	17	-1	1	-1	2	-3	-9
CC(C)C(=O)Nc1ccc(C(=O)NCc2cccnc2)cc1	0.8	104	-14	-3	-20	-5	-5	-2	-3
COc1ccc(C(=O)Nc2ccnn2C2CCN(Cc3cn(C)nc3C)CC2)cc1	1.4	93	3	-1	-4	1	8	-1	0
Cc1nn(-c2ccccc2)c(-c2ccccc2[N+](=O)[O-])c1C(=O)O	-0.6	114	-10	1	-1	-1	-1	-1	0
CCCCn1c(N)c(N(CCOC)C(=O)C2CCN(C(=O)c3ccccc3C)CC2)c(=O)[nH]c1=O	-2.1	122	-2	-1	2	-2	-11	-5	-1
CCc1cc2c(=O)oc(-c3ccc(F)cc3)nc2s1	2.0	107	-2	-2	1	0	-4	-3	4
NC(=S)Nc1cccc2[nH]ncc12	0.8	112	3	1	-2	1	-19	-4	1
COc1cc2nc(N(CCCN(C)C)C(=O)c3ccc(C(=O)c4ccccc4)cc3)sc2cc1OC	-0.2	94	7	0	7	2	-6	-2	-1
CCOc1ccc(C(=O)N[C@H](C(=O)Nc2ccc(OC)c(S(=O)(=O)N3CCOCC3)c2)C(C)C)cc1	-1.1	84	10	-2	3	5	7	-1	-16
CCOC(=O)N1CCC(N2CCN(S(=O)(=O)c3ccc(Cl)cc3)CC2)CC1	3.0	101	-7	3	22	0	3	-3	3
CC[C@]1(c2ccccc2OC)C(=O)N(C(=O)OC)N1C(=O)OC	1.0	98	-1	-1	10	-2	-11	-1	-3
Cc1ccc(-c2nnc(N3CCN(C(=O)CN4CCOCC4)CC3)c3ccccc23)cc1	1.8	100	26	5	1	-1	-11	-3	0
Cc1c(CN(C)CCc2ccccc2)c(=O)n(-c2ccccc2)n1C	-1.0	95	3	-2	10	1	6	-4	-5
COC(=O)C1=C(C(=O)OC)[C@@H]2N(C)c3ccc(OC)cc3[C@@]23C[C@@H](C(=O)OC)N(C(=O)c2ccco2)C3=N1	1.4	95	-8	-4	9	-4	-1	-5	12
CCc1cc(=O)oc2c(C)c(OCC(=O)NCCCN3CCCC3=O)ccc12	-1.6	100	1	1	-20	-2	6	-2	3
Fc1ccc(NC(=S)Nc2cccnc2)c(Cl)c1	-1.3	91	8	0	-5	2	-11	2	-1
CCCn1nnc(NC(=S)NC(=O)C(C)(C)C)n1	-2.0	96	6	-1	-1	1	-13	-4	-2
CC(=O)N(NC(=O)c1ccccc1Cl)C1CC(=O)N(c2ccc(C)cc2)C1=O (centres undefined)	2.2	91	-2	1	-4	-2	-15	-1	0
O=C(CSc1nc(C(F)(F)F)cc(=O)[nH]1)NCc1ccc2c(c1)OCO2	-0.3	100	12	1	-3	3	51	-3	0
Cc1cc(=O)oc2cc(OC(=O)CCCCCN3C(=O)c4ccccc4C3=O)ccc12	1.5	105	-4	-1	-11	4	-8	3	6
COc1cccc(OC)c1C(=O)N1CCNCC1	1.6	108	6	1	0	1	-3	4	-7
COc1ccc(OCc2nnc(SCC(=O)Nc3ccc(C)cc3)o2)cc1	-1.2	106	3	5	4	-8	-18	2	-1
O=C(Nc1ccc2c(c1)OCCO2)c1ccccc1F	-0.6	104	7	-1	7	-1	3	0	-1
CCn1nc(NS(=O)(=O)c2ccccc2)c2cc3ccccc3nc21	1.0	83	7	0	-4	-4	4	2	-6
CCCOc1ccccc1NC(=O)c1ccc(N)cc1	2.6	83	-5	-1	0	-2	6	-1	-6
CC1=NNC(=O)C1CC(=O)N/N=C(\C)c1ccco1 (centres undefined)	0.9	102	7	-6	-1	1	-1	-2	1
COc1cc(OC)c(OC)cc1/C=C1\CCC(C2CCCC2)C1=O (centres undefined)	1.1	95	1	1	-13	6	12	4	2
CCOC(=O)Cn1c(-c2ccc(OC)cc2)c(-c2ccc(OC)cc2)nnc1=O	2.3	94	-7	2	-1	4	1	-3	5
CC1(OC(=O)C2CCCC2)C(=O)C=C2C=C3CCCN3C=C2C1=O (centres undefined)	1.5	115	5	-4	7	-1	2	6	14
O=C(NC1CCN(Cc2ccccc2)CC1)c1ccc(Cn2c(=S)[nH]c3ccc(N4CCOCC4)cc3c2=O)cc1	2.3	111	0	-1	-10	2	-2	1	6
Cc1cc(Br)c(NC(=O)CN(C)CCOc2ccccc2)c(Br)c1	1.9	88	-15	-3	0	10	-13	4	4
O=C(c1ccccc1)N(Cc1ccccc1)Cc1ccccc1	-0.9	102	10	0	0	4	-19	0	13
COc1ccc(OC)c(NC(=O)c2sc3nc(Cc4ccccc4)cc(C(F)(F)F)c3c2N)c1	2.4	109	-5	1	-6	0	2	3	-1
Cc1ccc(-n2c(CNc3ccc(F)cc3)nnc2SCC(=O)O)cc1	1.6	96	11	2	-4	-2	8	9	-4
CCN1CCN(S(=O)(=O)c2cccc(S(=O)(=O)N3CCOCC3)c2)CC1	-0.6	105	-7	5	-8	5	14	-2	4
Cc1ccc(NC(=O)c2ccc(S(=O)(=O)NCc3ccco3)cc2)nc1	0.0	104	-14	4	7	1	0	-2	-3
Cc1ccc(CN2C(=O)CCC2C(=O)NC2CCCC2)cc1 (centres undefined)	0.6	98	-8	0	9	-7	1	2	-3
Cc1ccc(C(C)C)cc1OCCn1cncn1	2.3	93	-6	0	1	-3	8	-2	-1
COc1ccc(CN2CC(C(=O)NCCCOC(C)C)CC2=O)cc1 (centres undefined)	-2.9	109	15	-2	9	-3	8	-6	-4
NC(=O)NC1NC(=O)NC1=O (centres undefined)	-0.4	103	11	1	4	0	73	-2	-1
Nc1nnc(COc2ccccc2)s1	-1.1	98	8	-7	7	2	-9	-1	4
O=C(c1ccccc1S(=O)(=O)NCc1ccccc1)N1CCCC1	-2.4	96	3	-5	14	0	1	1	-1
C=CCc1ccccc1OCC(O)CN1CCN(Cc2ccc3c(c2)OCO3)CC1 (centres undefined)	2.2&2.6	94&103	-19&-4	1&-4	-2&-1	-5&-2	-5&4	3&-1	-8&-3
Cc1ccc(S(=O)(=O)N(C)c2c(C)ccc(S(=O)(=O)N3CCN(C=O)CC3)c2C)cc1	-2.0	96	-13	-5	-3	2	1	-4	1
O=C(CSc1nnc(COc2cccc3ccccc23)o1)N1CCN(C(=O)c2ccco2)CC1	2.9	102	1	1	-9	0	-7	-6	-1
O=C(Nc1ccccc1C(=O)O)c1cccc(NC(=O)c2ccccc2Cl)c1	0.5	122	12	-1	-2	5	-7	4	8
O=[N+]([O-])c1ccc(N2CCCCC2)c(Cl)c1N1CCCCC1	1.0	92	4	-3	2	-1	-1	47*	-1
COC(=O)Nc1ccc2c(c1)N(C(=O)CCN1CCN3CCCC3C1)c1ccccc1CC2 (centres undefined)	2.7&-0.6	114&91	-9&-2	-1&1	-3&-8	-4&-2	-3&-4	-1&0	3&1
Cc1cc(NC(=O)C(C)SCC(=O)OCc2c(Cl)cccc2Cl)no1 (centres undefined)	3.6	94	9	0	3	2	1	-1	12
S=C(N/N=C/c1cccc2ccccc12)Nc1cccc(Cl)c1	0.8	95	0	-4	15	-2	5	0	1
Cc1ccc(C(=O)O)cc1-c1ccc(/C=C2/NC(=O)N(c3ccccc3)C2=O)o1	-0.3	101	10	3	13	1	-9	1	5
Cc1ccc(CNC(=O)C2CCN(S(=O)(=O)N3CC(C)CC(C)C3)CC2)cc1 (centres undefined)	0.7	104	3	0	-7	-2	6	-3	0
O=C(NCc1ccc(F)cc1)Nc1cccc(Cl)c1	-4.2	92	-2	-1	-17	7	6	0	-6
CC(=O)Nc1c(O)nc(SCC(=O)N2CCN(c3ccc(F)cc3)CC2)[nH]c1=O	1.9	101	-14	-2	-8	-3	12	1	0
COC(=O)c1cccc(NC(=O)CN(c2ccc3c(c2)OCO3)S(C)(=O)=O)c1C	0.5	106	2	2	-3	2	-20	-2	3
COc1cc2c(O)c3c(c(-c4ccc5c(c4)OCO5)c2cc1OC)C(=O)OC3	0.9	111	15	2	-4	4	-5	4	-13
Cc1cccc(NC(=O)Cn2nnc3ccccc32)c1	1.9	104	-7	-3	-1	-2	-24	-3	0
CCCCNC(=O)N(O)C1N(/N=C/c2ccc(N(C)C)cc2)C(=S)SC1(C)C (centres undefined)	-1.7	117	14	2	12	-3	-7	-3	0
CCS(=O)(=O)N1CCC(C(=O)c2ccc(Cl)cc2)CC1	-2.8	92	2	-1	1	0	6	-1	-4
Cc1ccc(N2CC(C(=O)NCc3nnnn3-c3ccc(C)c(C)c3)CC2=O)cc1 (centres undefined)	-0.9	102	-1	2	-7	1	-8	0	-3

Continued; the last six above are carried over.
SMILES	PP5 primary	Yeast superoxide	ZTA DNA inh	TPT1 inh	EBNA-1 inhibitor	Fh CTSL1 inh	GASC-1 inh	PP1 counter	core dimer inh
COC(=O)c1cccc(NC(=O)CN(c2ccc3c(c2)OCO3)S(C)(=O)=O)c1C	0.5	106	2	2	-3	2	-20	-2	3
COc1cc2c(O)c3c(c(-c4ccc5c(c4)OCO5)c2cc1OC)C(=O)OC3	0.9	111	15	2	-4	4	-5	4	-13
Cc1cccc(NC(=O)Cn2nnc3ccccc32)c1	1.9	104	-7	-3	-1	-2	-24	-3	0
CCCCNC(=O)N(O)C1N(/N=C/c2ccc(N(C)C)cc2)C(=S)SC1(C)C (centres undefined)	-1.7	117	14	2	12	-3	-7	-3	0
CCS(=O)(=O)N1CCC(C(=O)c2ccc(Cl)cc2)CC1	-2.8	92	2	-1	1	0	6	-1	-4
Cc1ccc(N2CC(C(=O)NCc3nnnn3-c3ccc(C)c(C)c3)CC2=O)cc1 (centres undefined)	-0.9	102	-1	2	-7	1	-8	0	-3
CCCC(=O)N1CCN(c2ccc(NC(=O)c3ccc4c(c3)OCCO4)cc2)CC1	2.1	83	-1	-1	5	1	8	0	-8
CCOc1cc(/C=N/NC(=O)C(=O)NC)cc(Br)c1O	1.9	115	-11	-1	-9	1	12	2	-24
Cn1cccc1/C=C(\C#N)c1ccccc1	-0.5	89	11	2	12	2	2	0	3
COc1cc(CNC(=O)CCC(=O)N2C[C@H]3C[C@H](C2)c2cccc(=O)n2C3)cc(OC)c1OC	1.4	104	5	-5	4	0	4	-5	0
COc1cc(OC)c(OC)cc1CN1CCCC(C(=O)N2CCCCC2)C1 (centres undefined)	3.1	99	-8	-2	0	-3	4	0	-2
CC(C)Cc1nnc(NC(=O)c2ccc(N3CCCC3=O)cc2)s1	0.4	110	0	0	-5	0	4	-6	-2
O=C(COC(=O)c1ccc(Br)o1)Nc1ccc2[nH]c(=O)[nH]c2c1	-0.1	111	2	x	x	x	3	3	x
COc1ccc(-c2c(C#N)c(C)nc3c2C(=O)c2ccccc2-3)cc1	2.2	94	7	-3	3	-4	-5	0	4
COc1cccc(OC)c1C(=O)Nc1nc2cc3c(cc2s1)OCO3	-1.2	98	-3	0	33*	-3	1	-8	9
O=C(O)Cc1ccc(C(=O)c2ccccc2F)s1	1.2	114	-3	3	-6	2	4	-1	-1
Cc1ccc(OCCN2C(=O)OC(C)(C)C2(C)O)cc1 (centres undefined)	4.4	98	11	-1	8	-2	8	-3	1
COc1ccc(NC(=O)CN(C)C(=O)CCc2ccccc2)cc1	1.6	91	8	-1	8	-2	7	-4	7
O=C(Nc1ccc(NC(=O)c2cccs2)cc1Cl)c1ccco1	2.8	104	-14	-6	-12	-2	7	1	-1
CCn1c(SCC(=O)N2CCCc3ccccc32)nnc1-c1ccoc1C	-0.1	95	0	2	-5	-4	12	-6	-8
CCNC(=O)NCCc1c[nH]c2ccc(Cl)cc12	0.5	113	-8	0	-3	-4	5	4	1
